# High-throughput results deposited in PubChem by NMMLSC.
# Myeloid diff 2: compounds promoting myeloid differentiation; calls only at 10 µM; 360,000 compounds, 1% hits; ER-HoxA9 myeloid progenitors, lysozyme-GFP differentiation, flow cytometry; AID 624256;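 active = normalized GFP-positive differentiation at or above the plate's own cutoff, the solvent-only control mean plus 3 SD; inconclusive = no clear call, values can overlap the other calls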;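 note: cells exposed to compound for four days before flow analysis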
# Myeloid diff 2 GFP+ MAC1+ %: also measured in Myeloid diff 2; calls as there; GFP+ MAC1+ double positive, %; measured here: differentiation confirmed by MAC1 staining
# * hit, by the source's call; i = inactive; u = inconclusive; x = not tested or not shown; + = active, no number. Only part of the results is shown, so the mix of outcomes need not match the whole.
SMILES,Myeloid diff 2,Myeloid diff 2 GFP+ MAC1+ %
Cc1cc(N2CCN(C(C(=O)NC3CCCC3)c3ccco3)CC2)c2ccccc2n1 (stereo not drawn),i,1.2
NC(c1ccccc1)c1csc(NC(=O)Nc2cccc(C(F)(F)F)c2)n1 (stereo not drawn),i,0.9
Fc1ccc(Nc2cncc(-c3ccsc3)c2)cc1Cl,i,0.8
CC(C)C[C@@H](COCc1cccc(C(F)(F)F)c1)N1CCN(C(=O)c2ccc(C(F)(F)F)cc2)CCC1=O,i,0.8
COC(=O)[C@]12CCCCC=C1N(CCC1=CCCCC1)C(=O)[C@H](CC(=O)NCc1cccs1)C2,i,1.1
O=C(NC1CCCCC1)C(c1ccnc2ccccc12)n1c(=O)c(-c2ccco2)nc2ccccc21 (stereo not drawn),i,1.9
Cn1c(=O)n(C)c2cc(CNC(=O)[C@H]3O[C@@H](n4cnc5c(N)ncnc54)[C@H](O)[C@@H]3O)ccc21,i,1.4
CCOc1ccc(Cl)cc1-c1cc(C(=O)Nc2ccc(OC)cc2OC)[nH]n1,i,1.3
O=C1NC[C@H](CCCCN2CCN(CCc3ccccc3)C(=O)C2=O)N(Cc2ccccc2)C1=O,i,1.4
O=S(=O)(c1ccccc1)N(CC(F)(F)F)c1ccc(C(O)(C(F)(F)F)C(F)(F)F)cc1,i,1.5
Cn1cc(-c2csc(C(O)c3ccccc3)n2)cn1 (stereo not drawn),i,0.9
COCCNC(=O)C1(C)CCCN(C(=O)c2ccc3ccccc3c2)C1 (stereo not drawn),i,0.8
CC1(C(=O)N2CCCCC2)CCN1C(=O)C1(c2ccccc2)CC1 (stereo not drawn),i,0.3
COc1cc2oc(=O)cc(CN3CCCC3)c2cc1Cl,i,0.6
CCCNC(=O)C1(C)CCCN(C(=O)c2ccc(OC)cc2OC)C1 (stereo not drawn),i,0.2
Nc1nc(N)nc(-c2cccc([N+](=O)[O-])c2)n1,i,1.6
COc1ccc(NC(=O)c2cc(C3CCCCN3C(=O)OCc3ccccc3)on2)c(C)c1 (stereo not drawn),i,0.9
CC1(C(=O)NS(=O)(=O)Cc2ccccc2C(F)(F)F)CCN1C(=O)c1ccccc1 (stereo not drawn),i,0.5
CCCCNC(=O)C[C@@H]1C[C@@]2(C(=O)OC)CC(C)(C)CC=C2N(CCc2ccc(OC)c(OC)c2)C1=O,i,1.3
CC(C)C[C@@H](COCc1ccc(Cl)cc1)N1CCN(C(=O)c2ccc(C(F)(F)F)cc2)CCC1=O,i,0.9

# Four structures out of the list, arranged by length of the SMILES, falling:
SMILES,Myeloid diff 2,Myeloid diff 2 GFP+ MAC1+ %
Cn1c(=O)n(C)c2cc(CNC(=O)[C@H]3O[C@@H](n4cnc5c(N)ncnc54)[C@H](O)[C@@H]3O)ccc21,i,1.4
CC(C)C[C@@H](COCc1cccc(C(F)(F)F)c1)N1CCN(C(=O)c2ccc(C(F)(F)F)cc2)CCC1=O,i,0.8
Cc1cc(N2CCN(C(C(=O)NC3CCCC3)c3ccco3)CC2)c2ccccc2n1 (stereo not drawn),i,1.2
CC1(C(=O)N2CCCCC2)CCN1C(=O)C1(c2ccccc2)CC1 (stereo not drawn),i,0.3

# Going on with the list:
SMILES,Myeloid diff 2,Myeloid diff 2 GFP+ MAC1+ %
CC1(C(=O)NCc2cccs2)Cc2c(-c3cccc(C(F)(F)F)c3)ccnc2O1 (stereo not drawn),u,x
COc1cccc(CNC(=O)[C@@H]2CCCN2C(=O)[C@@H]2CCCN2S(=O)(=O)c2ccc(OC)c(C)c2)c1,i,0.6
OC[C@@H]1CN(Cc2ccc(Cl)cc2)C[C@H](n2cnc3c(N4CCCC4)ncnc32)O1,i,1.1
CCc1nc2ccc(C(=O)NC3CCN(Cc4ccccc4)CC3)cn2c1N(C)Cc1ccc(N(C)C)cc1,i,0.8
C[C@H](CO)N1C[C@H](C)[C@@H](CN(C)Cc2ccncc2)OCCCC[C@H](C)Oc2ccc(NC(=O)CCCN(C)C)cc2C1=O,i,0.4
COc1ccccc1-c1cccc(-c2nc(C(=O)Nc3nccs3)cc3c2[C@@H](CCO)N(C(C)=O)C3)c1,i,1.3
CC1(C(=O)NCC2CC2)Cc2c(-c3cccc(C(N)=O)c3)ccnc2O1 (stereo not drawn),i,1.1
COc1ccccc1C(=O)N1CCN(C(=O)[C@H]2O[C@@H](n3ccc(=O)[nH]c3=O)[C@H](O)[C@@H]2O)CC1,i,0.9
CCCCNC(=O)C1(C)CCC(=O)N1CCCn1ccnc1 (stereo not drawn),i,1.1
COc1ccc(OC)c(CN2C(=O)CN(S(C)(=O)=O)CC2(C)C(=O)NCc2ccccc2)c1 (stereo not drawn),i,0.5
COc1ccc([C@H]2CC(=O)C[C@@H](CCn3cc(-c4ccccn4)nn3)O2)cc1,i,0.4
COc1cccc(-c2cnc3c(NC=O)cc(-c4cc(C)c(O)c(C)c4)cn23)c1,u,x
COc1ccc(OC)c(NC(=O)C2(C)CCN2C(=O)CC2CC2)c1 (stereo not drawn),i,1.4
Cn1nc(C(C)(C)C)cc1NC(=O)C1(C)CCN1C(=O)CCc1ccccc1 (stereo not drawn),i,0.4
CCc1nc2ccc(C(=O)N(CC)CCN(C)C)cn2c1N(C=O)CCC(C)C,i,1.3
Cc1ccc(S(=O)(=O)NC[C@H]2O[C@@H](n3cnc4c(N)ncnc43)[C@H](O)[C@@H]2O)cc1,i,0.6
CN(C)CCCNC(=O)c1cccc(-c2ccc3nccn3c2)c1,i,2.0
CCCCN1C(=O)C(CC(=O)NCCCN(C)C)CC(C(=O)N2CCCCCC2)=C1C (stereo not drawn),i,1.8
CN(C)C(=O)c1cccc(-c2cnc3c(NC=O)cc(-c4cc(F)c(F)c(F)c4)cn23)c1,i,1.1
CCCNC(=O)C1(C)CCN(C(=O)c2cc(F)ccc2C)C1 (stereo not drawn),i,1.2

# Whole records from above:
# COC(=O)[C@]12CCCCC=C1N(CCC1=CCCCC1)C(=O)[C@H](CC(=O)NCc1cccs1)C2 as listed: Myeloid diff 2: i; Myeloid diff 2 GFP+ MAC1+ %: 1.1
# CN(C)CCCNC(=O)c1cccc(-c2ccc3nccn3c2)c1 as listed: Myeloid diff 2: i; Myeloid diff 2 GFP+ MAC1+ %: 2.0
# COc1ccc(OC)c(CN2C(=O)CN(S(C)(=O)=O)CC2(C)C(=O)NCc2ccccc2)c1 (stereo not drawn) as listed: Myeloid diff 2: i; Myeloid diff 2 GFP+ MAC1+ %: 0.5

# Continuation:
SMILES,Myeloid diff 2,Myeloid diff 2 GFP+ MAC1+ %
CC(C)C[C@@H](CN1CCCC1CN1C(=S)NC[C@@H]1Cc1ccccc1)N1C[C@H](Cc2ccccc2)N(CC2CCCCCC2)C1=S (stereo partly drawn),i,1.7
Cn1cc(-c2coc3c(C(=O)Nc4ccccc4)cccc23)cn1,i,0.5
Cc1nc(C(F)(F)F)ccc1C(=O)N1CCC1(C)C(=O)NCc1ccc(Cl)cc1 (stereo not drawn),i,0.9
Cc1ccc(S(=O)(=O)N2[C@@H](Cc3ccccc3)CO[C@H]2CC(=O)OCc2ccccc2)cc1,i,5.9
CCCC(=O)N1CCC1(C)C(=O)NS(=O)(=O)c1cc(C)ccc1F (stereo not drawn),i,0.4
COc1ccc(Cl)cc1-c1cc(C(=O)Nc2ccccc2)[nH]n1,i,0.4
CC(=O)NCCNc1nc2cc(-c3cccc(C(F)(F)F)c3)sc2c(=O)n1C,i,0.6
O=C1NC[C@@H](CCCCN2C[C@H](Cc3ccc(O)cc3)N(CCC3CCCCC3)C(=O)C2=O)N(Cc2ccccc2)C1=O,i,0.5
O=c1c(-c2cccs2)nc2ccccc2n1C(c1ccccn1)c1nc2ccccc2[nH]1 (stereo not drawn),i,2.6
CC1(C(=O)NC2CCCC2)CCC(=O)N1C1CCN(Cc2ccccc2)CC1 (stereo not drawn),i,0.8
N#Cc1ccc(C(=O)N2CCCCC2c2cc(C(=O)Nc3ccccc3Cl)no2)cc1 (stereo not drawn),i,1.1
CC1(C(=O)NS(=O)(=O)c2ccccc2Cl)CCN1C(=O)c1ccco1 (stereo not drawn),i,0.7
CCc1nc2ccc(C(=O)NCc3ccccc3OC)cn2c1N(C)C(=O)Cc1ccccc1,i,0.8
Cc1noc(C)c1C(=O)N1CCC1(C)C(=O)NS(=O)(=O)c1ccc(C#N)cc1 (stereo not drawn),i,1.2
CC1(C(=O)NS(=O)(=O)c2cccs2)CCN1C(=O)CCc1ccc(Cl)cc1Cl (stereo not drawn),i,0.1
COCCNC(=O)c1cc2c(Br)ccc(Br)c2nc1N,i,1.2
Nc1cc(N)cc(Cc2ccccc2)c1,i,1.7
CCOC1=C2CN(S(=O)(=O)c3ccc(C)cc3)C(c3ccccc3)CC2N(S(=O)(=O)c2ccccc2Cl)C(c2ccccc2)C1 (stereo not drawn),i,5.6
O=[N+]([O-])c1ccccc1S(=O)NCc1c(Cl)cccc1Cl (stereo not drawn),i,0.8
CCCNC(=O)C1(C)CCN(C(=O)c2cccc(Cl)c2)C1 (stereo not drawn),i,1.3
Clc1cccc(Cc2c(C3CCCCC3)nc3c4ccccc4ccn23)c1,i,1.7
OC[C@@H]1CN(Cc2ccc(Cl)cc2)C[C@H](n2cnc3c(NCc4ccncc4)ncnc32)O1,i,0.9
COc1ccc(C#Cc2cccc(-c3nc(C(=O)N4CCN(C)CC4)cc4c3[C@H](CCO)N(S(=O)C(C)(C)C)C4)c2)cc1OC (stereo partly drawn),i,1.1
CCOC(=O)C1=CCN(S(=O)(=O)c2ccc(C)cc2)C1c1cccc(Cl)c1 (stereo not drawn),i,1.1
Cc1cccc(C)c1NC(=O)C1c2ccccc2OCC(=O)N1CC(F)(F)F (stereo not drawn),i,0.9
COc1ccc(C(=O)N2CCC2(C)C(=O)O)cc1C(F)(F)F (stereo not drawn),i,1.1
CC1(C(=O)NS(=O)(=O)c2cccc(C#N)c2)CCN1C(=O)c1ccco1 (stereo not drawn),i,1.0
CSc1ccc(CN2CCC(C)(Oc3ccccc3F)C2)cc1 (stereo not drawn),i,3.1
CN1C(C)(C)CC(O)(C(=O)O)CC1(C)C,i,1.5
CC(C)c1cccc(-c2csc(C(C)(O)c3ccncc3)n2)c1 (stereo not drawn),i,0.9
COc1ccc(CN2C(=O)CSCC2(C)C(=O)Nc2c(C)cccc2C)cc1OC (stereo not drawn),i,1.2
CCCC[C@@H]1CNC(=O)C(=O)N1CCCCC1CCCCC1,i,1.2
CCCCNC(=O)C1(C)CCCCN1C(=O)c1c(F)ccc(C)c1F (stereo not drawn),i,1.4
CN(C)CCN1CCN(C2CN(Cc3ccc([N+](=O)[O-])cc3)S(=O)(=O)C2)CC1 (stereo not drawn),i,0.4
CC(C)NC(=O)C1(C)CCCN1C(=O)c1ccc2c(c1)C(C)(C)CCC2(C)C (stereo not drawn),i,0.9
CCOC(=O)[C@]12CCCC=C1N(CCC1=CCCCC1)C(=O)[C@H](CC(=O)N1CCC(c3ccccc3)CC1)C2,i,2.1
Cc1cccc(C)c1C(O)c1ncc(-c2cccc(F)c2)[nH]1 (stereo not drawn),i,1.7
O=C1NC[C@H](CCCCN2C[C@H](Cc3ccc(O)cc3)N(Cc3ccccc3)C(=O)C2=O)N(CCc2ccc(O)cc2)C1=O,i,0.9
CC(=O)c1cccc(Nc2ccc(C#N)cc2)c1,i,1.0
CNc1ncnc2c1ncn2[C@H]1CN(Cc2ccc(OC)cc2)C[C@@H](CO)O1,i,0.8
CCCCCCCCN1C(=O)[C@H](CC(=O)NCCCCc2ccccc2)C[C@@]2(C(=O)OC)CCCCC=C12,i,0.4
COc1ccc(CN2C(=O)c3ccccc3C2(C)c2nc3ccccc3[nH]2)cc1 (stereo not drawn),i,0.4
CCOC(=O)C1(C)CCCCN1C(=O)c1cccs1 (stereo not drawn),i,1.2
COc1ccc(CN2C(=O)C(CC(=O)NCCc3ccccn3)CC(C(=O)N3CCCCCC3)=C2C)cc1 (stereo not drawn),i,1.4
COc1ccc(-c2nc3ccc(C)cn3c2CC(C)(C)C)cc1OC,i,0.4
CCCNC(=O)C1(C)CCCN(C(=O)COCc2ccccc2)C1 (stereo not drawn),i,0.4
COc1cc(Cc2nc3ccccc3n2C(C)c2nc3ccccc3[nH]2)cc(OC)c1 (stereo not drawn),i,4.1
CC(=O)Nc1cccc(-c2cc(NC(C)=O)c3ncc(-c4ccc(C(C)=O)cc4)n3c2)c1,i,0.6
CN(C)c1nc(N)nc2c1ncn2C1OC(CO)CC1O (stereo not drawn),i,0.7
Cc1cc(C(=O)N2CCC2(C)C(=O)NCc2cccc3ccccc23)nn1C (stereo not drawn),i,1.0
CCOC(=O)[C@]12CCCC=C1N(Cc1ccccc1)C(=O)[C@H](CC(=O)NCC1CCCCC1)C2,i,2.9
Cn1ccc2c(N(c3ccccc3)C3CCCCC3)cc3c(c21)C1CCC3O1 (stereo not drawn),i,0.4
CC(=O)Nc1cc(-c2ccccc2CN(C)C)cn2c(-c3ccc(F)c(Cl)c3)cnc12,i,0.2
COCCNC(=O)C1(C)CCCN(C(=O)Cc2ccc3ccccc3c2)C1 (stereo not drawn),i,0.8
COc1ccc(C(C)=O)cc1Cn1c(C)c(C(=O)NCc2ccc(C(C)C)cc2)sc1=O,+,5.5*
CCCCNC(=O)c1cc(-c2ccccc2)sc1N,i,4.2
COc1cccc(CNc2nc3cc(-c4cccc(Cl)c4)sc3c(=O)n2C)c1OC,i,0.6
COC(=O)[C@]12CCCCC=C1N(Cc1ccc(Cl)cc1Cl)C(=O)[C@H](CC(=O)NCCC(C)C)C2,i,1.4
CCOC(=O)[C@]12CCCC=C1N(Cc1cccc3ccccc13)C(=O)[C@H](CC(=O)NCCCN1CCCC1=O)C2,i,1.0
Clc1ccc2nc(-c3ccccc3)c(Cc3ccsc3)n2c1,i,0.5

# 4 compounds picked at random from the list so far:
SMILES,Myeloid diff 2,Myeloid diff 2 GFP+ MAC1+ %
COCCNC(=O)C1(C)CCCN(C(=O)Cc2ccc3ccccc3c2)C1 (stereo not drawn),i,0.8
CN(C)c1nc(N)nc2c1ncn2C1OC(CO)CC1O (stereo not drawn),i,0.7
COC(=O)[C@]12CCCCC=C1N(Cc1ccc(Cl)cc1Cl)C(=O)[C@H](CC(=O)NCCC(C)C)C2,i,1.4
CCOC(=O)C1(C)CCCCN1C(=O)c1cccs1 (stereo not drawn),i,1.2
